SNCA expr inhib – Primary qHTS assay for inhibitors of alpha-synuclein gene (SNCA) expression; HEK-293 SNCA-luciferase knock-in, luminescence, 24 h; Potency, µM (doses to about 57.2 µM), for the others: top-dose activity change, negative = inhibition, usual class: inhibitors; actives 0.17% (n = 140,000);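 note: potency is the fitted concentration of half-maximal effect; plate controls were DMSO cells for no effect and cell-free wells for full effect; nearly all actives have a fitted effect of over 45% in size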
GPT2 inh – Primary qHTS assay for inhibitors of Glutamate pyruvate transaminase 2 (GPT2) | Alanine aminotransferase 2 (Homo sapiens), Q8TD30 | Potency, µM (top dose mostly 57.7 µM), for the others: top-dose activity change, negative = inhibition, actives largely listed as inhibitors | Recombinant GPT2, coupled pyruvate oxidase/HRP Amplex Red fluorescence | actives 0.25% (n = 100,000); note: potency is the fitted concentration of half-maximal effect; nearly all actives have a fitted effect of over 60% in size; many of its hits are not listed in these tables
Target sequence (Q8TD30 whole entry, looked up): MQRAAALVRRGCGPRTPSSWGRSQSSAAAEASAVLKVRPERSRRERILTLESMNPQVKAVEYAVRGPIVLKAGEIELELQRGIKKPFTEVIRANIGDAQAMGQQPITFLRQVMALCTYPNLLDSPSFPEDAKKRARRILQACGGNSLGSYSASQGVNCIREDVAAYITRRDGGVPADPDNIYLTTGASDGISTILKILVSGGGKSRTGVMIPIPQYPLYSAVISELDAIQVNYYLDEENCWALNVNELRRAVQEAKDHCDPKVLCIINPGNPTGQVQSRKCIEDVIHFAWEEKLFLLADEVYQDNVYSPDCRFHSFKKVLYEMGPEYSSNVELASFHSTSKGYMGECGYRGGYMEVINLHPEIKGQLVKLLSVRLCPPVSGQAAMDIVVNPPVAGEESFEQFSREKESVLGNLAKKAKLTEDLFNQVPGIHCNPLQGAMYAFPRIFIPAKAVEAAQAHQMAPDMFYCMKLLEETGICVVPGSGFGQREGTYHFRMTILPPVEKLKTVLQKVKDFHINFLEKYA
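Fluorescence read-out: pyruvate from GPT2 turnover coupled to pyruvate oxidase, HRP and Amplex Red (0.2mM ThPP, 0.2U/mL PO and HRP, 50uM Amplex final). Substrates 250uM a-KG, 2mM L-alanine; enzyme 10ng/uL; 30 min RT.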
3T3 cytotox – Cytotoxic Profiling in NIH 3T3 Cell Line of Diverse Libraries Using Quantitative High-Throughput Screening. Potency, µM (top dose mostly 96.7 µM), without a hit: at the top dose activity change, negative = cytotoxicity, most hits filed as inhibitors. actives 4.3% (n = 94,000). NIH 3T3 viability, CellTiter-Glo ATP luminescence, 48-72 h; note: potency is the fitted concentration of half-maximal effect; nearly all actives have a fitted effect of over 55% in size
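Cells were seeded at 400 per well, treated with pin-transferred compound, and kept 48 or 72 hr at 37 °C before CellTiter-Glo addition and luminescence imaging of cellular ATP.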
Luciferase inh – Firefly luciferase inhibition profiling of diverse chemical library using quantitative high-throughput screening; Luciferin 4-monooxygenase (Photinus pyralis), P08659; purified P. pyralis luciferase, luminescence, biochemical; Potency, µM (series often up to 115 µM), for the others: top-dose activity change, negative = inhibition, usual class: inhibitors; actives 2.5% (n = 76,000); note: potency is the fitted concentration of half-maximal effect; nearly all actives have a fitted effect of over 65% in size
Target sequence (P08659 whole entry, looked up): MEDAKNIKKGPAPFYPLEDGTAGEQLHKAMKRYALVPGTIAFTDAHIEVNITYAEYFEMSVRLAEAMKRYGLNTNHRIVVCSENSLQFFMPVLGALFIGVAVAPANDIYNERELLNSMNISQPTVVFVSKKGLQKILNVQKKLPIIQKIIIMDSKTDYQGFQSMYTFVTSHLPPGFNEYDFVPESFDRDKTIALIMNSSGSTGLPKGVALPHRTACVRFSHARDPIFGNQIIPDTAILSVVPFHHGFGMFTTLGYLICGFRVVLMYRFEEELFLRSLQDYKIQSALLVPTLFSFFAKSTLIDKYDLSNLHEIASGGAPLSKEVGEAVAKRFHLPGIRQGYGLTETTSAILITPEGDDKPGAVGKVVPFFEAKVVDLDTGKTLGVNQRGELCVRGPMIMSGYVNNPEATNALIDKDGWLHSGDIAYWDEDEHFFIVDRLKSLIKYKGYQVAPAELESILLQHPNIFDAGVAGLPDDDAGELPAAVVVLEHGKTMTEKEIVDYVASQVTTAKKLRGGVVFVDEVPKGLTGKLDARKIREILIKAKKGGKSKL
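FLuc 10nM, D-luciferin 10uM, ATP 10uM, Mg acetate 10mM, Tris acetate pH 7.5, Tween/BSA; cpd qHTS; enzyme added last; CCD luminescence.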
IP6K1 inhibitor – Primary qHTS assay for small molecule inhibitors of Inositol hexaphosphate kinase 1 (IP6K1); activity change, % (series mostly up to about 58 µM); AID 1645851, 2021; actives 0.81% (n = 140,000); IP6K1 kinase, ADP-Glo luminescence, 2 h; active compounds read low; in the data active = activity change below about -25%
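ADP-Glo luminescence measures ADP made by human IP6K1 during a 2 h RT reaction with ATP/IP6 (mix at 1.3 mM/130 uM); top library doses 57.5 and 19.1 uM final.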
HEK293 tox – Cytotoxic Profiling in HEK 293 Cell Line of Diverse Libraries Using Quantitative High-Throughput Screening | HEK 293 viability, ATP luminescence (CellTiter-Glo), 48-72 h | Potency, µM (top dose mostly 115 µM), inactives show at the top dose activity change, negative = cytotoxicity, hits mostly inhibitors | actives 6.6% (n = 94,000); note: potency is the fitted concentration of half-maximal effect; nearly all actives have a fitted effect of over 60% in size
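250 HEK 293 cells/well; compound by pintool; incubated 48 or 72 hr at 37 degree Celsius; CellTiter-Glo added, 10 min RT, luminescence imaged.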
SNCA viab count – GF-AFC viability counterscreen for inhibitors of alpha-synuclein gene (SNCA) expression | actives 0.12% (n = 150,000) | HEK-293-SNCA-luc viability, GF-AFC fluorescence, 24 h | Potency, µM (doses to about 57.1 µM), inactives show top-dose activity change, negative = cytotoxicity, actives largely listed as cytotoxic | AID 1671193, 2021;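 note: potency is the fitted concentration of half-maximal effect; 0% = DMSO-treated cells and -100% = medium-only wells without cells; nearly all actives have a fitted effect of over 30% in size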
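HEK-293-SNCA-luc cells (1500/well) plated 24 h, then exposed 24 h to a dilution series; GF-AFC added 30 min at 37C, fluorescence 405/540 nm; normalised to medium-only and DMSO wells, Hill fit.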
* hit, by the source's call; i = inactive; ? = inconclusive; / = no result given; [ ] = remark or other dose. Unless noted, calls come from the whole dose curve; as a rule, active = well fitted curve in the direction sought with a large enough effect; inconclusive = small, poorly fitted or top-dose-only effect, or another doubt; inactive = no such curve, though single readings can be large; an effect the other way counts as inactive or inconclusive. Unless noted, % is set by controls: 0 for no effect and ±100 for the full control effect. Not all compounds are listed. The share of hits here may be higher or lower than overall.

Values run as follows: Luciferase inh	SNCA viab count	IP6K1 inhibitor	HEK293 tox	3T3 cytotox	SNCA expr inhib	GPT2 inh
1. O=C(CN1CC2CC(C1)[C@H]1CCCC(=O)N1C2)N1CCc2ccccc21 (some centres not stated)
 : -8%	0%	2	-3%	-7%	-10%	i
2. Cc1ccc(NC(=O)N(C)CC2CCOC2)cc1 (configuration not stated)
 : -11%	-9%	26	13%	5%	18%	5%
3. O=[N+]([O-])c1cc(-c2nc(-c3ccccc3)no2)ccc1NCC1CCCO1 (configuration not stated)
 : /	-9%	-9	/	/	86%[activator]	/
4. O[C@@H]1CO[C@H]2[C@@H]1OC[C@@H]2n1nnnc1SC1CCCC1
 : -16%[172 µM]	4%[87.6 µM]	5	0%[172 µM]	-35%[174 µM]	1%[87.6 µM]	3%[88.5 µM]
5. CCCCCNC(=O)CNC(=O)c1cccc(-c2ccsc2)c1
 : /	12%	10	-21%	-31%	-3%	1%
6. Cc1cccc(-c2nc3nc(C)cc(NC(C)c4ccccc4)n3n2)c1 (configuration not stated)
 : /	-29%	11	/	/	57%[activator]	/
7. CC(C)(Oc1nn(Cc2cccc(Cl)c2)c2ccccc12)C(=O)N1CCN(CCO)CC1
 : 3%	-9%	6	?	?	15%	1%
8. CCN(Cc1noc(C2CCC2)n1)C(=O)CN1C[C@@H]2CC[C@H](CC1=O)N2
 : 0%	3%	12	i	-1%	-7%	i[11.5 µM]
9. CCOC(=O)c1[nH]c(C)c(CCC(=O)N2CCN(c3ccc(Cl)cc3)CC2)c1C
 : /	6%	-3	/	/	-11%	/
10. COc1ccc(N2CCN(S(=O)(=O)c3ccc(C4CCCCC4)cc3)CC2)cc1
 : /	8%	-19	/	/	-25%	/
11. CCCCOC(=O)c1ccc(NC(=O)c2ccc3c(c2)CCN3S(=O)(=O)c2ccccc2)cc1
 : /	0%	23	/	/	-6%	/
12. O=C(Nc1cccc2ccccc12)N[C@H]1CO[C@H]2[C@@H]1OC[C@@H]2n1nnnc1Oc1ccc2c(c1)OCO2
 : 10%	0%	-8	-16%	-27%	-6%	i
13. CCOc1ccccc1C(=O)Nc1ccc2nc(N(CC)CC)cc(C)c2c1
 : /	-4%	1	/	/	3%	/
14. COc1ccc(CCC(=O)N2CCCC3(CC2)CN(C)C(=O)O3)cc1OC (configuration not stated)
 : 14%	-1%	16	2%	-1%	-24%	1%[11.5 µM]
15. O=C(Nc1ccc(C2(C(=O)O)CCC2)cc1)C1CC1
 : -8%	10%	-11	-2%	-1%	-17%	i
16. O=C1NCCCCCN(C(=O)c2cnccn2)[C@H]2CCCC[C@@H]12
 : 7%	7%	-13	i	1%	19%	i
17. CC(C)c1noc(-c2cn(C3CCN(C(=O)c4ccoc4)C3)nn2)n1 (configuration not stated)
 : 0%	7%	-5	-11%	-12%	34%[activator]	i
18. O=C(Cc1ccccc1Cl)N1CCN(C(=O)c2nnn3c2COC(c2ccc(F)cc2)C3)CC1 (configuration not stated)
 : 1%	5%	-8	-7%	-23%	-22%	i
19. O=C(CCn1ccn2nc3c(c2c1=O)CCCC3)NCc1cccs1
 : -4%	?	18	-1%	2%	-28%	i
20. CCc1cccc(C)c1NC(=O)CN1C(=O)C(c2ccccc2)=NC12CCCC2
 : -7%	-11%[12.5 µM]	6	-26%	?	12%	i
21. CN(CC1CCOCC1)S(=O)(=O)c1ccc(F)c(Cl)c1
 : -7%	13%	15	?	-16%	-4%	-20%
22. COc1ccc(CNC(=O)N2CCC(Cc3nc(-c4ccncc4)n[nH]3)C2)cc1 (configuration not stated)
 : 8%	5%	3	?	-18%	-17%	i
23. Cc1ccc(-n2cccn2)c(CN2CCC(CNS(C)(=O)=O)C2)c1 (configuration not stated)
 : 16%	-1%	31	-34%	-9%	16%	-2%
24. O=C(O)c1ccc2c(c1)CC(=O)N2Cc1cccc(F)c1
 : -8%	-2%	-3	5%	?	18%	i
25. CC1CC(O)/C=C/C(O)C(O)CC(=O)Cc2c(Cl)c(O)cc(O)c2C(=O)O1 (configuration not stated)
 : /	-13%	3	/	/	/	-19%[27.3 µM]
26. Cc1cccc(O[C@H]2COCCN(C(=O)c3ccc(C(F)(F)F)cc3)C2)n1
 : 0%[172 µM]	-6%[87.6 µM]	-12	-1%[172 µM]	?	-12%[87.6 µM]	-3%[88.5 µM]
27. COc1ccc2cc(C3CN(C(=O)c4cccn4C)CCO3)ccc2c1 (configuration not stated)
 : 4.5µM*	-6%	-8	?	40µM*	0%	?
28. O=C(NC[C@H]1O[C@H](Cc2cc(COc3ccccc3)on2)CC[C@@H]1O)Nc1ccccc1
 : -18%	-6%	-4	?	?	-14%	-47%
29. CNC(=O)[C@@H]1C[C@H](n2cc(CN(C)C(=O)c3cccc(F)c3F)nn2)CN1
 : -2%	5%	26	-17%	-4%	-13%	2%
30. CCC(CC)CN1CCOCCNC(=O)CC1
 : -1%	1%	4	-26%	-17%	19%	-11%

Four entries from above, reformatted.
22. COc1ccc(CNC(=O)N2CCC(Cc3nc(-c4ccncc4)n[nH]3)C2)cc1 (configuration not stated)
- Luciferase inh: 8%
- SNCA viab count: 5%
- IP6K1 inhibitor: 3
- HEK293 tox: ?
- 3T3 cytotox: -18%
- SNCA expr inhib: -17%
- GPT2 inh: i
23. Cc1ccc(-n2cccn2)c(CN2CCC(CNS(C)(=O)=O)C2)c1 (configuration not stated)
- Luciferase inh: 16%
- SNCA viab count: -1%
- IP6K1 inhibitor: 31
- HEK293 tox: -34%
- 3T3 cytotox: -9%
- SNCA expr inhib: 16%
- GPT2 inh: -2%
24. O=C(O)c1ccc2c(c1)CC(=O)N2Cc1cccc(F)c1
- Luciferase inh: -8%
- SNCA viab count: -2%
- IP6K1 inhibitor: -3
- HEK293 tox: 5%
- 3T3 cytotox: ?
- SNCA expr inhib: 18%
- GPT2 inh: i
25. CC1CC(O)/C=C/C(O)C(O)CC(=O)Cc2c(Cl)c(O)cc(O)c2C(=O)O1 (configuration not stated)
- Luciferase inh: /
- SNCA viab count: -13%
- IP6K1 inhibitor: 3
- HEK293 tox: /
- 3T3 cytotox: /
- SNCA expr inhib: /
- GPT2 inh: -19%[27.3 µM]

Next part:
Values run as follows: Luciferase inh	SNCA viab count	IP6K1 inhibitor	HEK293 tox	3T3 cytotox	SNCA expr inhib	GPT2 inh
31. COc1ccc(-n2c(SCC(=O)Nc3nnc(C)s3)nc3c([nH]c4ccccc43)c2=O)cc1
 : /	-1%	7	/	/	18%	/
32. COc1ccc(-c2cc(C(=O)NCC#N)c3cnn(C)c3n2)cc1
 : /	/	5	?	16µM*	/	/
33. CC(C)CC(NC(=O)OCc1ccccc1)C(=O)NC(CC(C)C)C(=O)NC(CCC(=O)O)C(=O)Nc1ccc2ccccc2c1 (configuration not stated)
 : /	-19%	-8	/	/	/	3%
34. CCCN(C)CC1(O)CCC2(CCN(C(=O)C3CCCC3)CC2)CC1
 : /	15%	-9	?	?	2%	3%
35. C=C1CC[C@@H]2[C@](C)(CO)[C@H](O[C@@H]3O[C@H](CO)[C@@H](O)[C@H](O)[C@H]3O)CC[C@@]2(C)[C@@H]1C/C=C1/C(=O)OC[C@H]1O
 : /	3%[23.9 µM]	-7	/	/	/	i
36. Cn1cc(CCCC(=O)Nc2ccc3c(c2)C(=O)N2CCC[C@H]2C(=O)N3)c2ccccc21
 : 3%	0%	-2	?	?	0%	-4%
37. O=C(NCc1ccc(Cl)cc1)c1cc2n(n1)CC(c1ccc3c(c1)OCO3)OC2 (configuration not stated)
 : -19%	?	-2	?	?	?	-16%
38. CC(C)N(Cc1nc(-c2ccc(Cl)cc2)no1)C(=O)c1ccco1
 : /	6%	-3	/	/	-3%	/
39. CCCCc1nn(CC(=O)N2CCC(COC)C2)c(=O)n1Cc1ccccc1 (configuration not stated)
 : -3%	9%	-11	-9%	-3%	-11%	i
40. COc1ccc(-c2nc(CSc3nnc(C)n4c3cc3occc34)c(C)o2)cc1OC
 : /	-5%	8	/	/	9%	/
41. COc1cc(NC(=O)CCS(=O)(=O)c2ccc(Br)cc2)cc(OC)c1
 : /	6%	-2	/	/	-13%	/
42. c1ccc(Nc2ncc(-c3ccccc3)c3c2OCC3)cc1
 : ?	5%[87.6 µM]	-10	?	?	117%[activator][87.6 µM]	i
43. CC1(C)CC(NC(=O)Cn2nc3c(cc2=O)CCCC3)CCO1 (configuration not stated)
 : 8%	0%	2	19%	0%	-5%	i
44. O=C(NCCS(=O)(=O)N1CCN(c2ccc(F)cc2)CC1)c1cccc(C(F)(F)F)c1
 : /	0%	4	/	/	24%	/
45. Cc1ccc(C)c(N2CCN(c3nc4ccc(C)cc4nc3-n3nc(C)cc3C)CC2)c1
 : /	-1%	1	/	/	7%	/
46. NC[C@H]1O[C@@H](CO)[C@@H](O)[C@H]1N1CCN(c2ccccn2)CC1
 : 1%[172 µM]	6%[87.6 µM]	5	-7%[172 µM]	-18%[174 µM]	-30%[87.6 µM]	-10%[88.5 µM]
47. CCOC(=O)CC1COCCN1C(=O)c1cn(CCCc2ccccc2)nn1 (configuration not stated)
 : 2%	1%	11	-10%	-15%	0%	i
48. COc1ccc(-c2cc(C(F)(F)F)n3nc(C(=O)Nc4ccc(Cl)cc4C(F)(F)F)cc3n2)cc1OC
 : /	-6%	-5	/	/	-12%	/
49. O=C(Cc1ccccc1)NCCC1CCN(C(=O)Nc2ccccc2)CC1
 : -8%	2%	10	-1%	4%	14%	-7%
50. OC1CC(c2cc(N3CCC(Cc4noc(C5CC5)n4)CC3)ncn2)C1 (configuration not stated)
 : 12%	-14%	-10	-52%	?	?	?
51. Cc1cc(Cn2cc3c4c(cccc42)[C@H](CC(C)C)N[C@H](C(=O)NCCN2CCCC2)C3)no1
 : 2%	-9%	-3	28µM*	22µM*	-18%	0%
52. COc1ccc2cc(-c3cn4c(n3)sc3cc(F)ccc34)c(=O)oc2c1
 : /	0%	58	/	/	100%[activator]	/
53. Cc1nc(C)c(C(=O)NCC(=O)N2CCCCCCNC(=O)CC2c2ccccc2)s1 (configuration not stated)
 : 0%	0%	7	-9%	-5%	3%	-3%
54. Cc1ccc(-c2csc(-c3c(N)c(C(=O)c4ccc5c(c4)OCO5)n4ccccc34)n2)cc1C
 : /	2%	0	/	/	46%[activator]	/
55. CC[C@H](C)/C=C(C)/C=C/C1=CC2=CC(=O)[C@]3(C)OC(=O)[C@@H](C(C)=O)[C@@H]3C2=CO1
 : /	?	2	/	/	/	i
56. COc1cccc(CN2C(=O)c3ccccc3Sc3ccc(C(=O)N(C)Cc4ccccc4)cc32)c1
 : /	-19%	8	/	/	?	/
57. O=C(N[C@H]1CCN2C(=O)c3cc(-c4ccccc4F)ccc3NC(=O)[C@@H]2C1)c1ccc(F)c(Cl)c1
 : -21%	?	-3	10µM*	10µM*	?	i

Bioassay records: PubChem, National Center for Advancing Translational Sciences (NCATS)
